# STAT3 activator: STAT3 signaling activation | actives 0.91% (n = 190,000) | activation (% of control), % at 5.6 µM | U3A cells, IL-6 STAT3-luciferase reporter, luminescence; 100% = signal with IL-6 EC80 alone;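 active = activation above the screen-wide mean of compound activation plus 3 SD, cut at about 130% in these data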;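 also: 0% = background luminescence of wells with medium and substrate only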
#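 Material: human STAT1-deficient U3A cells with stable STAT3-luciferase reporter / Probe or stimulus: IL-6 stimulus at 33 ng/mL final / Schedule: 1 h compound pre-exposure, 6 h IL-6 stimulation, 37 °C / Technique: luminescence / Read-out basis: percent of IL-6-only median luminescence / Control set: IL-6-only high control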
# STAT1 act: activators of IFN-gamma induced STAT1 signaling. AID 932. NIH 3T3 STAT1-luciferase reporter, luminescence; 100% = IFN-gamma alone, no compound. activation (% of control), % at 5.5 µM. actives 2.6% (n = 200,000);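 active = activation above the screen-wide mean activation plus 3 SD, cut at about 130% in these data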;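 also: raw ratio to IFN-gamma control signal so 100% means no change and 0% no light; values of inactives mirror those of a sister screen read the other way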
# STAT1 blocker: inhibitors of IFN-gamma induced STAT1 signaling; actives 0.35% (n = 200,000); AID 920; inhibition, % at 5.5 µM; NIH 3T3 STAT1-luciferase reporter, luminescence;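 active = inhibition above a set limit, the mean inhibition across all tested compounds plus 3 SD, cut at about 34% in these data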;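 also: 0% = IFN-gamma with DMSO and 100% = IFN-gamma with 300 µM nifuroxazide; values of inactives mirror those of a sister screen read the other way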
# NF-kB expr up: compounds increasing NF-kB expression in human neuronal cells. fold change at 12.5 µM. actives 1.6% (n = 190,000). NF-kB reporter expression; active compounds read high; in the data active = fold change above about 3.3
# Redox H2O2 prof: compounds producing H2O2 with reducing agent – biochemical, NIH compound library profiling, artefact control for MLSCN library redox annotation, primary screen | DTT-dependent redox cycling H2O2, phenol red/HRP absorbance; 100% = 100 µM peroxide control, 0% = buffer | activation, % at 10 µM | actives 0.03% (n = 200,000);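 active = activation of at least 50% relative to the plate's high and low controls in the primary single-dose screen; inactive = activation below 50%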;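 also: compound incubated with DTT at 0.8 mM final as the reducing agent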
# Efa HMGR inh: blocks class II HMG-CoA reductase of Enterococcus faecalis; inhibition, % at 10 µM; actives 0.41% (n = 190,000); purified E. faecalis HMGR, NADPH absorbance 340 nm kinetic;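 active = inhibition above a set limit, the median over all tested compounds plus 3 SD, cut at about 9.5% in these data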;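 also: enzyme runs in reverse so mevalonate oxidation gives rising NADPH absorbance; 0% = complete reaction with DMSO and 100% = background rate lacking mevalonate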
# TLR4 MyD88 comp: TLR4-MyD88 interaction inhibition in cells | O00206+Q99836 | HeLa CL3-4 TLR4/MyD88 BLA complementation, FRET ratio | inhibition, % at 8.4 µM | actives 0.18% (n = 200,000); in the data active = inhibition above about 25%;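 also: 0% = vehicle and 100% = reference inhibitor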
# Target sequence (O00206 whole entry, looked up): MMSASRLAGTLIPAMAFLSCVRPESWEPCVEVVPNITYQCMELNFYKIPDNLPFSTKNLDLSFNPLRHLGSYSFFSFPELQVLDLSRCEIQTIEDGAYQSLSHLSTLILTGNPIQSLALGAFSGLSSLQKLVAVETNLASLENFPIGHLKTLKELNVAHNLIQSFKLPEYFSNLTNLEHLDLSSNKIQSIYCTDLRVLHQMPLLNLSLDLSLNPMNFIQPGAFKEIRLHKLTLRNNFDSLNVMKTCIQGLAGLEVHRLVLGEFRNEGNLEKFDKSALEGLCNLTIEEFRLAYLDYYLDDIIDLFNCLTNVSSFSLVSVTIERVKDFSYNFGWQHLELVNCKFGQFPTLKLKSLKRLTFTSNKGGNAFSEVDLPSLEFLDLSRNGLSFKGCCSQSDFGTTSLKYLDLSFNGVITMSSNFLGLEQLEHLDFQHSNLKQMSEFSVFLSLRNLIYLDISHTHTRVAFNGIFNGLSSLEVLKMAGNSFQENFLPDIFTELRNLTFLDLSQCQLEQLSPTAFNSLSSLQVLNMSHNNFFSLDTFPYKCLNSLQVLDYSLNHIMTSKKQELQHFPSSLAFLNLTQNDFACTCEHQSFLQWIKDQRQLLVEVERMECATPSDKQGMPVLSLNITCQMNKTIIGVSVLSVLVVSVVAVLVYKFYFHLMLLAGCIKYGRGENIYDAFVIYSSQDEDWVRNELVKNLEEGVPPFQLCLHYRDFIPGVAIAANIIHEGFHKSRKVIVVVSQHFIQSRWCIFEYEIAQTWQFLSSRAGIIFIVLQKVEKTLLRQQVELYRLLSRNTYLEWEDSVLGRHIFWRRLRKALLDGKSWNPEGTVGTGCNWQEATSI
# Target sequence (Q99836 whole entry, looked up): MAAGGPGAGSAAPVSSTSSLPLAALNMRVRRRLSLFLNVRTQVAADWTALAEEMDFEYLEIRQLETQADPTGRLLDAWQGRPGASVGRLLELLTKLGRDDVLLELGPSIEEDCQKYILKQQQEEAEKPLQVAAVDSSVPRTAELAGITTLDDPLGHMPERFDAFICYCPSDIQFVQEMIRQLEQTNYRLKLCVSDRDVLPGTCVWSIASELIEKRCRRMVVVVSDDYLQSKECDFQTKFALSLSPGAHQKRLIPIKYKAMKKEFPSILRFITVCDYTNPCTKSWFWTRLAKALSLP
# STAT3 inh: inhibitors of IL-6 induced STAT3 signaling. AID 862. actives 0.89% (n = 190,000). inhibition, % at 5.5 µM. U3A cells, IL-6 STAT3-luciferase reporter, luminescence; host cell line lacks STAT1;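 active = inhibition above the mean inhibition across all screened compounds plus 3 SD, cut at about 44% in these data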;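 also: 0% = DMSO only wells and 100% = 100 µM nifuroxazide control wells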
# Hsp70 activator: Hsp70 transcriptional activation, primary screen. HeLa Hsp70 promoter luciferase reporter, luminescence; scaled: vehicle 0, proteasome-inhibitor control 100%. activation, % at 10 µM. actives 0.04% (n = 200,000);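 active = activation above the mean across all tested compounds plus 3 SD, cutoff set per campaign, cut at about 5.5% in these data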;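 also: 100% = MG132 at 30 µM as the positive control and 0% = DMSO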
# APP 5'UTR act: activates APP 5'UTR luciferase reporter; SH-SY5Y APP 5'UTR luciferase reporter, luminescence; zero percent = DMSO vehicle wells; activation, % at 2 µM; actives 1% (n = 190,000); AID 1276;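 active = activation above a set limit, based on mean plus 3 SD of controls, cut at about 140% in these data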; also: values of inactives mirror those of a sister screen read the other way
# Active calls of the source: *; nt = no result given. This is a random part of the collection. About 5.6% of those tested had a hit in this group.
SMILES,STAT3 activator,STAT1 act,STAT1 blocker,NF-kB expr up,Redox H2O2 prof,Efa HMGR inh,TLR4 MyD88 comp,STAT3 inh,Hsp70 activator,APP 5'UTR act
Cn1c2c(c(=O)n(C)c1=O)CN(CCCN1CCOCC1)CN2,106,109,-10,1.1,2.9,-7,4,-3,-0.3,-5
CN(C(=O)c1ccco1)c1nnc(C23CC4CC(CC(C4)C2)C3)s1,133*,140*,-44,2.3,-0.5,-11,-11,-34,0.2,15
Cc1ccc(S(=O)(=O)N2CCCC(C(=O)NCCc3ccc4c(c3)OCO4)C2)cc1 (configuration not stated),98,106,-7,0.87,-0.7,-5,7,6,-0.3,10
Cc1c(C(=O)Nc2cccc(N(C)S(C)(=O)=O)c2)cccc1[N+](=O)[O-],100,93,6,1.1,-7.3,-9,-4,5,-0.2,-3
COc1cc(C(=O)OCC(=O)N2CCCCC2C)cc(NC(=O)c2cccs2)c1OC (configuration not stated),93,100,-1,0.42,-1.5,-2,-7,10,-0.1,-18
CCOc1ccc(NC(=O)C2CCN(S(=O)(=O)c3cccnc3)CC2)cc1,97,99,1,1.2,0.0,-1,-1,0,-0.2,-2
CC1CCCC(NC(=O)COC(=O)c2ccc(S(=O)(=O)N3CCOCC3)cc2)C1C (configuration not stated),103,95,5,0.94,3.7,-2,8,-2,0.2,13
C=C(C)CSc1nnc(-c2cccc(S(=O)(=O)N(C)C)c2)n1-c1cc(OC)ccc1OC,107,101,-1,0.84,-0.6,0,-4,-6,-0.2,9
COc1ccc(C(=O)N/N=C/C(C)c2ccccc2)cc1OC (configuration not stated),108,109,-9,0.87,-4.1,-7,1,-4,0.0,0
Cc1ccc(/C=N/NC(=O)c2ccccn2)o1,103,130*,-34,1.9,0.3,-5,-12,-1,0.3,15
COc1ccc(C(=O)C(CN2CCOCC2)c2ccccc2)cc1F (configuration not stated),83,79,23,0.44,-1.1,1,-3,23,-0.3,-62
COCCNC(=O)COc1ncnc2ccc(Br)cc12,119,98,2,0.82,0.0,4,-11,-22,-0.1,5
C=CCn1c(CCNC(=O)c2cccs2)nnc1SCC(=O)Nc1cccc(Cl)c1C,101,106,-2,0.89,0.0,-1,-3,-1,-0.4,9
COc1cccc(C(=O)C2CCCN(Cc3cn[nH]c3C3CCCCC3)C2)c1 (configuration not stated),111,100,-2,0.75,0.6,-3,-3,-6,0.0,28
CN(CCOc1ccc(-c2ccn(S(=O)(=O)c3c(Cl)cccc3Cl)n2)cc1)c1ccccn1,100,93,8,0.98,0.9,3,-4,1,0.1,1
O=C(CSc1nc2ccsc2c(=O)n1Cc1ccc(C(=O)O)cc1)NCc1ccco1,98,98,2,1,0.9,-2,-1,6,0.1,4
OC(COc1ccc2c(c1)CCC2)CN1CCN(c2ccccc2F)CC1 (configuration not stated),101,100,0,1.3,2.0,-4,4,2,-0.2,-1
COc1ccc(NC(=O)c2coc3ccccc23)cc1OC,94,123,-26,1.7,2.6,nt,-2,13,0.1,40
O=c1c2ccc(Cl)cc2[nH]c(=S)n1Cc1cccnc1,97,92,8,1.1,-4.7,-7,-17,8,-0.3,17
CCCCCC(=O)N(CN1C(=O)CCC1=O)c1ccccc1,108,106,-6,1.1,2.7,-2,1,-4,0.1,-7
CC1Cc2ccccc2N1C(=S)Nc1cccc(S(=O)(=O)N(C)C)c1 (configuration not stated),100,106,-6,0.95,-0.3,-1,2,2,-0.2,-9
CCCN1CCC(=NNc2ccc(S(=O)(=O)N3CCOCC3)cc2[N+](=O)[O-])CC1,86,99,1,1.2,-0.3,-1,-4,14,-0.2,-88
CCCCN1C(=O)C(=O)N(CC(=O)NC2CCCc3ccccc32)C1=O (configuration not stated),111,98,1,1.2,-1.7,-7,4,-5,-0.2,12
CCc1ccc(N2CCN(C(=O)N3CCOCC3)CC2)cc1,108,99,-2,1.1,0.1,-2,-7,-5,0.0,13
O/C(=C\Sc1nnc(Cc2ccccc2)o1)c1ccc(Br)cc1,101,95,6,1.3,-0.2,-4,5,4,0.1,12

# Some entries already given, reduced to TLR4 MyD88 comp, Redox H2O2 prof and STAT3 inh:
mol	TLR4 MyD88 comp	Redox H2O2 prof	STAT3 inh
CCCCCC(=O)N(CN1C(=O)CCC1=O)c1ccccc1	1	2.7	-4
CC1Cc2ccccc2N1C(=S)Nc1cccc(S(=O)(=O)N(C)C)c1 (configuration not stated)	2	-0.3	2

# Further structures follow:
SMILES,STAT3 activator,STAT1 act,STAT1 blocker,NF-kB expr up,Redox H2O2 prof,Efa HMGR inh,TLR4 MyD88 comp,STAT3 inh,Hsp70 activator,APP 5'UTR act
COc1ccc(-c2ccc(Nc3ccc(C(=O)N4CCOCC4)cc3)nn2)cc1OC,97,107,-8,0.55,0.5,0,-17,5,-0.5,-7
Cc1ccc(C)c(N2CCN(c3nc4ccccc4c(=O)n3Cc3ccccc3)CC2)c1,90,97,4,1,0.6,-8,-7,20,-0.1,-8
COc1ccc(CCNC(=O)C/C(C)=N/NC(=O)c2ccc(N)cc2)cc1OC,103,105,-6,1.4,-7.2,5,4,2,0.6,13
COc1cc2c(cc1O)CC[n+]1cc3c(OC)c(OC)ccc3cc1-2,100,103,-4,1.3,0.4,-6,1,-2,1.1,-9
Cc1ccc2c(c1)NC(=O)C(CC(=O)N(C)Cc1ccccc1)O2 (configuration not stated),92,102,-2,1,-1.5,-1,4,14,-0.2,-3
COc1ccc(C)cc1Nc1nc(-c2c(C)[nH]c3ccccc23)cs1,115,104,-4,0.96,0.8,-5,9,-16,-0.5,1
COc1ccc(S(=O)(=O)N2CCC(N3CCN(c4ccccc4)CC3)CC2)cc1,81,95,6,0.95,1.1,1,12,26,-0.1,4
COc1ccc(S(=O)(=O)N(C)Cc2cccs2)cc1Br,100,104,-4,1.1,0.5,-9,9,4,0.0,8
CNC(=O)c1cn(-c2ccc(Cl)cc2)c(=O)c2ccccc12,101,101,-1,1,-2.3,0,-7,-2,-0.1,1
O=c1cc(-c2c(F)c(F)c(F)c(F)c2F)oc2ccccc12,94,100,0,0.99,0.1,1,11,14,-0.3,-13
O=C(NCCc1csc(-c2cccnc2)n1)c1ccc(Cl)cc1,nt,103,-5,1.1,0.1,-1,-8,nt,-0.3,20
Cc1cc(C)n(-c2nc3ccccc3nc2N2CCCCCC2)n1,94,89,12,0.93,1.8,-1,1,10,-0.2,6
Nc1nonc1C(=O)NCCNC(=O)c1cccs1,98,98,3,1.4,1.3,2,8,6,-0.1,2
Cn1c(NC(=S)Nc2ccccc2)nc2ccccc21,83,142*,-47,1.1,0.0,-3,-1,21,-0.2,160*
Cc1ccc(-c2nn(-c3ccccc3)cc2C=C2C(=O)CC(C)(C)CC2=O)cc1,87,114,-16,1.9,-9.4,-2,-7,21,-0.2,71
Cn1c(=O)c2c(nc(N3CCN(Cc4ccccc4)CC3)n2CCCc2ccccc2)n(C)c1=O,104,109,-10,0.45,-0.6,0,2,1,-0.1,-19
CCOC(=O)C1=C(CC)Nc2ccccc2N=C1NC(=O)Nc1ccccc1OC,102,91,10,1.1,1.3,-4,-5,3,-0.2,10
O=C(Nc1nnc(-c2ccc3c(c2)CCCC3)o1)C1CCCCC1,103,107,-8,1.1,-1.2,1,4,1,-0.3,2
c1ccc(C2CNCc3c2ccc2ccccc32)cc1 (configuration not stated),100,87,15,0.99,-0.1,-4,12,3,-0.1,22
COc1ccc(NC(=S)NCc2ccc3c(c2)OCO3)cc1,97,97,1,1,-0.7,7,14,10,-0.1,-13
C/C(CC(=O)NCc1ccco1)=N\NC(=O)C(c1ccccc1)c1ccccc1,94,90,11,1.1,-1.2,-4,-2,17,-0.2,10
CCOc1ccc2nc(NC(=O)CN3CCN(c4ccccn4)CC3)sc2c1,87,105,-10,1.4,0.0,2,-3,16,-0.3,5
Cc1ccc(C(=O)N2CCCC(C(=O)c3cc(F)ccc3F)C2)s1 (configuration not stated),91,89,10,1.6,-0.1,-3,4,14,-0.4,18
O=C(Nc1cccc(-c2nc3ccccc3o2)c1)c1cccnc1,92,101,-3,0.96,0.1,3,10,11,-0.2,-12
Cc1cc(C)n(CCNC(=O)CC2C(=O)NCCN2Cc2ccc(C)o2)n1 (configuration not stated),94,94,5,nt,-0.5,-1,0,12,-0.4,-9
SMILES,STAT3 activator,STAT1 act,STAT1 blocker,NF-kB expr up,Redox H2O2 prof,Efa HMGR inh,TLR4 MyD88 comp,STAT3 inh,Hsp70 activator,APP 5'UTR act
Cc1ccc(C(=O)N/N=C2\CCc3ccccc32)c(C)c1,105,149*,-54,5.7*,0.2,-3,4,-2,-0.1,127
CCOC(=O)C1CCCN(c2oc(-c3ccc(F)cc3)nc2C#N)C1 (configuration not stated),91,97,3,1.3,-0.6,-6,-9,15,-0.3,5
O=C(Nc1cccc(NC(=O)c2ccccc2[N+](=O)[O-])n1)c1ccccc1[N+](=O)[O-],108,95,6,0.85,1.5,-3,7,-7,-0.1,-2
O=C(C1CC(c2ccccc2O)=NO1)N1CCc2ccccc2C1 (configuration not stated),105,96,5,1.6,0.0,-2,7,0,-0.3,-10
CN(Cc1nc(-c2cnccn2)no1)Cc1cccc2ccccc12,97,102,-4,1.1,-0.1,-2,-2,7,-0.3,1
CSc1ccccc1NC(=O)CN(Cc1ccccc1)S(C)(=O)=O,105,97,4,1.1,0.2,-9,-5,-2,-0.2,-4
Cc1ccc(-n2ncc3c(=O)[nH]c(SCC(=O)N4CCCc5ccccc54)nc32)cc1,99,111,-12,1.4,2.1,-1,5,6,0.1,13
COc1ccc2cc(-c3cc(C(=O)OCC(=O)Nc4c(C)n(C)n(-c5ccccc5)c4=O)c4ccccc4n3)ccc2c1,61,112,-10,3.4*,0.5,-2,5,47*,-0.4,81
COc1ccc(S(=O)(=O)N(C)CC(=O)N2CCN(c3ccc(F)cc3)CC2)cc1OC,94,94,6,1.1,0.1,-2,4,7,-0.4,-8
CCOCCN(C=O)c1cccc(OC)c1,98,106,-7,1.1,0.3,-1,-11,7,-0.1,1
CN(C)c1ccc(Sc2nnc(NC(=O)Nc3ccc(Cl)cc3Cl)s2)cc1,101,102,0,1,0.1,-5,8,-4,-0.4,21
CC1=C(C(=O)N2CCOCC2)C(c2cccs2)NC(=O)N1 (configuration not stated),97,105,-6,1,2.5,-1,-15,8,-0.5,1
CCCn1c(=N)c(C(=O)NCC2CCCO2)cc2c(=O)n3cccc(C)c3nc21 (configuration not stated),92,94,6,1.1,2.9,-2,-8,14,0.0,-9
COc1ccccc1/C=C/C(=O)N1CCOCC1,99,101,-1,1,0.1,0,-3,8,0.1,-26
O=C(Nc1cccc(C(F)(F)F)c1)C1CCCO1 (configuration not stated),102,97,2,1.3,0.1,-3,7,3,0.0,-12
COc1ccc2c(c1)c(CC(=O)Nc1ccc(C)cc1)c(C)n2C(=O)c1ccc(Cl)cc1,105,99,1,1,0.0,-4,-2,-8,-0.3,16
CCOC(=O)CCN(Cc1sccc1C)S(=O)(=O)c1ccc(F)cc1,103,96,4,1,-0.1,-5,3,3,-0.4,1
CSc1nc(N2CCCC2)c2c(c1C#N)CC(C)(C)OC2,106,105,-5,1,-1.3,-6,-21,-2,-0.2,4

# Screening data as filed in PubChem BioAssay.
